# High-throughput results deposited in PubChem BioAssay by National Center for Advancing Translational Sciences (NCATS).
# D2 potentiator = positive allosteric modulators of human D2 dopamine receptor; AID 485347; potentiation, % at 10 µM; P14416; 340,000 tested, 0.34% active; HEK293 T-REx D2, calcium flux, EC20 dopamine potentiation;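 active means potentiation over 3 SD above the plate norm, cut at about 30% in these data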; further: 0% is about no effect
# Target sequence (P14416 whole entry, looked up): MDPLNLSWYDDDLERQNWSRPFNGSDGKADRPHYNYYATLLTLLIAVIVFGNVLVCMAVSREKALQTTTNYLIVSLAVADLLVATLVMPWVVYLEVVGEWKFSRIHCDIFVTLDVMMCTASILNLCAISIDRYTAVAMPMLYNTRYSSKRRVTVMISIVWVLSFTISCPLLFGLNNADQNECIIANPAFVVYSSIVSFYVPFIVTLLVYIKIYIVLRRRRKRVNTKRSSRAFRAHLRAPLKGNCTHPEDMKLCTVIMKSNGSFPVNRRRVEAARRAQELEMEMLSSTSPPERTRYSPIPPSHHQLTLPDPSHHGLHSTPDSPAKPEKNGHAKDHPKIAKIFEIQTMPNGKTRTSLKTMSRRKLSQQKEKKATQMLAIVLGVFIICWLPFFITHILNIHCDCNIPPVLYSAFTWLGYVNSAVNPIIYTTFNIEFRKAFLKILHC
#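 Tetracycline-induced Hek293 Trex D2 cells, force-coupled to calcium, loaded with no-wash calcium dye. Compound added with 180 s kinetic read for agonism, then EC20 dopamine and a further 180 s read for potentiation.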
# TRHR PAM = allosteric enhancers of human TRH receptor | P34981 | TRHR cells, fluo-8 calcium fluorescence, EC20 TRH enhancement | enhancement, % at 2 µM | 360,000 tested, 0.66% active | AID 493056; in the data active means enhancement above about 30%; further: 0% is about no effect
# Target sequence (P34981 whole entry, looked up): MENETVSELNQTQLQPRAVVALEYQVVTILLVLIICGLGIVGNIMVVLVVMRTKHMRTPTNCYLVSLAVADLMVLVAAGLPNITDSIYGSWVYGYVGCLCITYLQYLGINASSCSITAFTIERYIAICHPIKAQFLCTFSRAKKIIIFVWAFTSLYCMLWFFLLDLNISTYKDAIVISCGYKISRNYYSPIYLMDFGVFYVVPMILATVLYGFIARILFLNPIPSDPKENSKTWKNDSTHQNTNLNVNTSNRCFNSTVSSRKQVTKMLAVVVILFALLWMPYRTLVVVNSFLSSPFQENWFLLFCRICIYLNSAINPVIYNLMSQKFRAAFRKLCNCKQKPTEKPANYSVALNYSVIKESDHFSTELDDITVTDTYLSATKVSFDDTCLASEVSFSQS
#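 TRHR-expressing cells loaded with fluo-8 calcium dye were read kinetically (ex 480/em 530) during compound addition, then stimulated with an EC20 of TRH (10 nM final). Enhancement of the Gq-mediated intracellular calcium response was scored.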
# TRHR ag = TRH receptor (human) agonism. P34981. 360,000 tested, 0.18% active. TRHR cells, calcium flux fluo-8, FDSS agonist mode. activation, % at 2 µM; further: 0% is about no effect
#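 TRHR-expressing cells, plated overnight in medium with 10% serum, were loaded with fluo-8 calcium dye at room temperature. After a 10 s baseline, library compound was pin-added and calcium release was recorded kinetically (ex 480/em 530) as agonist response.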
# D1 PAM = potentiators of human D1 dopamine receptor. P21728. HEK293 TREx D1 cells, calcium flux, dopamine EC20 potentiation. potentiation, % at 10 µM. 360,000 tested, 0.036% active. AID 504651; in the data active means potentiation above about 30%; further: 0% is about no effect
# D2 antagonist = antagonizes the human D2 dopamine receptor | P14416 | HEK293 TREx D2 cells, calcium flux, dopamine EC80 | inhibition, % at 10 µM | 340,000 tested, 2% active | AID 485344; in the data active means inhibition above about 30%; further: 0% is about no effect
#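 Cells plated overnight at 30 C with tetracycline; no-wash calcium dye, 30–90 min RT; 10 s baseline; compound pinned; 180 s read; EC80 dopamine added; another 180 s read.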
# D2 ag = agonists of human D2 dopamine receptor. HEK293 T-REx D2 cells, calcium flux agonist mode. AID 485358. 340,000 tested, 0.53% active. P14416. activation, % at 2 µM;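 active means activation over 3 SD above normal in the single-dose calcium agonist read, cut at about 30% in these data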; further: 0% is about no effect
#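 Tetracycline-induced HEK293 Trex cells with D2 receptor force-coupled to calcium signaling, plated overnight at 30 C and loaded with no-wash calcium dye. Calcium flux read kinetically for 180 s after compound addition; responses flag agonists.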
# D1 antagonist = human D1 dopamine receptor antagonism; P21728; HEK293 TREx D1 cells, calcium flux, dopamine EC80; active compounds read low; activity change, negative = inhibition, % at 10 µM; 360,000 tested, 3.2% active; AID 504652; in the data active means activity change below about -30%; further: on the % scale 0 is the no-effect control and ±100 the full control effect
#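 Using tetracycline-induced force-coupled D1 Hek293 cells and a calcium dye, signals were followed for 180 s after compound, then for 180 s after EC80 dopamine, to detect inhibitors.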
# D1 agonist = human D1 receptor agonism; P21728; HEK293 T-REx D1 cells, calcium flux, agonist mode; activation, % at 2 µM; 360,000 tested, 1% active; AID 504660; further: 0% is about no effect
#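 Inducible HEK293 T-REx D1 cells, force-coupled to calcium signalling, were plated at 4000 cells/well with tetracycline and held overnight at 30 C. After no-wash calcium dye loading, compound-evoked calcium rise over 180 s flagged agonists.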
# RXFP1 antag = RXFP1 (human) relaxin receptor antagonism; Q9HBX9; AID 1259400; activity change, negative = inhibition, % at 57.5 µM; 350,000 tested, 0.59% active; HEK293-RXFP1, relaxin-stimulated cAMP HTRF, 30 min; active compounds read low;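 active means activity change of -60% or lower, but not beyond a set lower limit; inconclusive means change between -60% and -40%, or beyond the set limit; inactive means change above -40%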; further: on the % scale 0 is the no-effect control and ±100 the full control effect
# An asterisk follows results filed as active; ? = inconclusive; . = no result given. Unless noted, no stated cut-off is given here; in the data, active means activation above about 30%; inactive means the rest.
SMILES,D2 potentiator,TRHR PAM,TRHR ag,D1 PAM,D2 antagonist,D2 ag,D1 antagonist,D1 agonist,RXFP1 antag
CCOc1ccccc1NC(=O)Nc1ccc(Br)cc1C,-3,-4,0.1,-9,-28,-1.0,.,1,1
COc1ccc(OC(C)C(=O)N(C)Cc2nc(-c3ccc(OC)cc3)no2)cc1 (stereo not drawn),7,29,1.2,-1,-12,0.3,9,12,1
CC1(C)C2C(Cl)(Cl)C2(C)c2ccccc2N1C=O (stereo not drawn),15,1,0.4,3,12,0.4,8,0,-7
Cn1c(N)c(C(=O)CSc2n[nH]c(-c3ccccc3)n2)c(=O)n(C)c1=O,8,6,-0.1,1,26,0.2,11,0,-7
COc1cc(/C=C/C(=O)OCC(=O)N2CCN(S(=O)(=O)c3ccc(C)cc3C)CC2)cc(Cl)c1OC,3,-1,0.6,-3,6,-0.2,5,6,-11
COC(=O)[C@]1(Cc2ccccc2)N[C@H](c2ccc(-c3ccc(Cl)c(Cl)c3)cc2)[C@@H]2C(=O)N(C)C(=O)[C@@H]21,2,-1,0.5,1,7,0.4,-18,3,.
Cc1ccc(S(=O)(=O)Cc2nc(-c3ccc(C(=O)NCc4ccccc4F)cc3)oc2C)cc1,5,-6,-1.0,0,.,-0.2,-6,14,.
Cc1cccc(C2c3[nH]c4ccccc4c3CCN2C(=O)CN2CCOC2=O)n1 (stereo not drawn),3,-6,0.2,-1,1,1.8,0,2,1
O=C(CC1SC(=NC2CCCCC2)NC1=O)Nc1ccccc1 (stereo not drawn),-2,-1,0.3,-3,-65,0.0,-6,1,-17
Cc1nn(-c2ccccc2)nc1CNC(=O)CC(C)(C)C,1,4,0.4,0,9,0.4,-2,1,-3
CC1CN(C(NC(=O)C(C)(C)C)C(Cl)(Cl)Cl)CC(C)O1 (stereo not drawn),-3,-9,-0.8,1,-14,0.7,2,0,2
CCOC(=O)N1CCN(Cc2nc3cc(NC(=O)CC(C)C)ccc3n2C(C)C)CC1,.,-4,0.1,1,.,1.3,1,2,-3
COc1ccc(Nc2ccc(Nc3ccc(OC)cc3)nn2)cc1,-7,-4,0.2,-2,9,3.7,-7,2,6
COc1ccc(CNCc2ccccc2[N+](=O)[O-])cc1OC,13,-1,0.3,6,4,-0.1,-13,1,10
O=C1CCCN1CCCNc1ccc2nnc(CCC(=O)N3CCN(c4ccc(F)cc4)CC3)n2n1,5,12,-0.7,0,8,-1.7,6,7,14
OC(COCc1ccco1)CN1CCN(c2ccccc2)CC1 (stereo not drawn),-27,-3,0.2,-3,74*,86*,-9,3,.
COc1ccc(NS(=O)(=O)c2ccc(NS(=O)(=O)c3ccc(SC)cc3)cc2)c(OC)c1,.,-1,-0.3,-4,.,.,-2,1,3
Cc1cccc(S(=O)(=O)Nc2cccc(-c3cn4ccsc4n3)c2)c1,0,5,-0.2,-8,2,0.0,-1,6,-11
Cc1cc(C(=O)O)ccc1NCc1cccnc1,-24,-7,-0.3,-2,16,1.9,4,2,-3
Cc1ccc(NC(=O)CSc2nnc(CNC(=O)c3ccccc3F)o2)cc1Cl,-10,0,-1.1,-1,-7,0.4,-20,20,-8
Cc1ccc(S(=O)(=O)Nc2ccc3c(c2)CCCN3C(=O)c2cccs2)cc1,6,0,-1.6,0,.,-0.3,-17,11,-5
CCOc1ccc(N=C(C)C2=C(O)c3ccccc3C2=O)cc1,2,-12,0.0,-3,-3,0.0,-10,5,-63*
COc1cc(OC)cc(C(=O)Nc2nc3ccc(S(C)(=O)=O)cc3s2)c1,-1,-3,-1.0,-2,-9,-0.5,-2,1,11
OC1(c2ccc(F)cc2)CSC(=Nc2cccnc2)N1Cc1ccco1 (stereo not drawn),-4,-3,-0.1,-6,-13,-1.1,.,0,-62*
CC(=O)Cn1c(CN2CC(C)CC(C)C2)nc2c1c(=O)n(C)c(=O)n2C (stereo not drawn),-3,-3,-0.6,-1,-13,0.4,-2,3,6
CCOc1ccccc1Oc1coc2cc(OC(=O)c3ccco3)ccc2c1=O,-6,-5,-0.5,-6,-26,0.8,-9,3,?
COc1ccccc1NC1=C(C)C(=O)CC1,-1,6,0.5,0,13,1.5,1,-3,-7
Cc1cc(NC(=O)CSc2nnc(-c3ccccc3F)n2C)no1,12,4,-0.4,-5,7,0.3,7,0,2
CCN1CCN(C(=O)c2ccc(CS(=O)(=O)Cc3ccccc3F)o2)CC1,-3,18,0.0,-4,6,0.1,8,0,1
COc1ccc2sc(-c3ccccc3OC)c(-c3ccc4c(c3)OCCO4)c2c1,-5,-6,-0.3,-2,25,1.1,.,3,.
CCCC[C@@H]1CNC(=S)N1CCC12CC3CC(CC(C3)C1)C2,2,-6,0.0,8,5,-0.3,-7,0,.
Cn1c(=O)n(C)c2cc(C(=O)Nc3ccc4c(c3)OCO4)ccc21,6,0,0.4,7,-6,0.2,3,2,-2
Cc1ccc(C)c(NC(=S)NCCc2c[nH]c3ccccc23)c1,5,-5,-2.9,3,-10,-0.4,-1,2,-19
CC(C)Cn1c(NCCN(C)C)nc2c1c(=O)[nH]c(=O)n2C,4,-2,0.2,-8,19,0.4,-8,2,1
Cc1ccccc1OCc1nc(-c2cccnc2)no1,4,1,0.7,-1,6,-0.3,-13,4,-22
O=C1c2ccccc2C(=O)N1CCSc1n[nH]c(=S)s1,1,4,0.4,-4,-10,0.1,-2,0,-2
NC(=O)c1sc2nc(-c3cccs3)ccc2c1N,-8,-8,-0.9,-4,2,0.3,3,1,-9
Cc1cc(C)c(Cn2ncn(-c3ccc(Br)cc3)c2=O)c(C)c1,-2,-2,0.0,9,1,-1.5,1,4,-18
CCc1ccccc1NC(=O)CCC(=O)N1CCSc2ccccc21,.,4,-0.8,-6,.,.,0,1,-7
O=S(=O)(c1cc(Cl)ccc1Cl)N1CC2CCCN2c2ccc(C(F)(F)F)cc21 (stereo not drawn),11,0,1.4,2,13,-0.4,7,4,-12

# Reformatted as tab-separated lines: entries from further up
canonical_smiles	D2 potentiator	TRHR PAM	TRHR ag	D1 PAM	D2 antagonist	D2 ag	D1 antagonist	D1 agonist	RXFP1 antag
Cc1cc(NC(=O)CSc2nnc(-c3ccccc3F)n2C)no1	12	4	-0.4	-5	7	0.3	7	0	2
CCN1CCN(C(=O)c2ccc(CS(=O)(=O)Cc3ccccc3F)o2)CC1	-3	18	0.0	-4	6	0.1	8	0	1
COc1ccc2sc(-c3ccccc3OC)c(-c3ccc4c(c3)OCCO4)c2c1	-5	-6	-0.3	-2	25	1.1	.	3	.
CCCC[C@@H]1CNC(=S)N1CCC12CC3CC(CC(C3)C1)C2	2	-6	0.0	8	5	-0.3	-7	0	.
Cn1c(=O)n(C)c2cc(C(=O)Nc3ccc4c(c3)OCO4)ccc21	6	0	0.4	7	-6	0.2	3	2	-2
Cc1ccc(C)c(NC(=S)NCCc2c[nH]c3ccccc23)c1	5	-5	-2.9	3	-10	-0.4	-1	2	-19
CC(C)Cn1c(NCCN(C)C)nc2c1c(=O)[nH]c(=O)n2C	4	-2	0.2	-8	19	0.4	-8	2	1
Cc1ccccc1OCc1nc(-c2cccnc2)no1	4	1	0.7	-1	6	-0.3	-13	4	-22
O=C1c2ccccc2C(=O)N1CCSc1n[nH]c(=S)s1	1	4	0.4	-4	-10	0.1	-2	0	-2
NC(=O)c1sc2nc(-c3cccs3)ccc2c1N	-8	-8	-0.9	-4	2	0.3	3	1	-9
Cc1cc(C)c(Cn2ncn(-c3ccc(Br)cc3)c2=O)c(C)c1	-2	-2	0.0	9	1	-1.5	1	4	-18
CCc1ccccc1NC(=O)CCC(=O)N1CCSc2ccccc21	.	4	-0.8	-6	.	.	0	1	-7
O=S(=O)(c1cc(Cl)ccc1Cl)N1CC2CCCN2c2ccc(C(F)(F)F)cc21 (stereo not drawn)	11	0	1.4	2	13	-0.4	7	4	-12

# (cont.)
SMILES,D2 potentiator,TRHR PAM,TRHR ag,D1 PAM,D2 antagonist,D2 ag,D1 antagonist,D1 agonist,RXFP1 antag
CCO[C@H]1OC(C(=O)N2CCN(C)CC2)=C[C@@H](c2ccc3c(c2)OCO3)[C@@H]1CCCO,2,6,-0.6,-2,9,0.0,14,-4,.
CCCN1CN=C(NS(=O)(=O)c2ccc(C)cc2)NC1,-9,-1,0.1,-1,13,1.0,1,2,-29
CCn1c(SCC(=O)NC2CCS(=O)(=O)C2)nnc1-c1ccccc1 (stereo not drawn),0,6,1.0,-5,-1,-0.2,4,4,-21
Cc1ccc(NC(=O)CN(C)C(=O)c2ccc(S(=O)(=O)N(C)c3ccccc3)cc2)cc1,-11,-8,-0.4,-10,-8,1.6,-5,-1,10
Oc1ccccc1C1C=C(c2ccc3c(c2)OCO3)NC(c2c(F)cccc2Cl)N1 (stereo not drawn),.,4,1.0,2,.,.,32,12,.
COc1ccccc1CNC(=O)c1ccc(NC(=O)N2CC(C)Sc3ccccc32)cc1 (stereo not drawn),-4,1,0.2,0,.,0.6,14,0,-7
CCN(CC(=O)Nc1c(F)cccc1F)C(=O)Cc1c(C)nc2ccccc2c1C,0,11,-0.2,-2,4,0.0,-49*,0,-5
CN(C)CCCN=c1cc(-c2ccccc2)oc2ccc(Cl)cc12,-11,1,0.7,-3,-2,0.0,24,4,-4
CN(CCNC(=O)C1(O)c2ccccc2NC(=O)N1c1ccccc1)Cc1ccccc1 (stereo not drawn),-9,2,-0.2,2,-18,0.0,-9,-1,1
CCOC(=O)/C(=N\Nc1ccccc1)c1csc(Nc2ccc(C)cc2)n1,.,-7,1.1,2,.,.,-2,8,-13
Cc1ccc2c(c1)N(CC(=O)NCCCN1CCN(C)CC1)C(=O)CO2,-6,0,-1.5,-5,-3,0.8,5,3,-5
O=C(N/N=C/C(Br)=C\c1ccccc1)c1ccco1,-11,-6,-0.1,-4,-6,0.0,18,1,-25
Cc1onc(-c2ccccc2)c1C(=O)Nc1ccc(S(=O)(=O)Nc2nccs2)cc1,-2,-4,0.3,-4,5,-0.2,-40*,1,-3
CCOc1ccccc1NS(=O)(=O)c1ccc2oc(=O)c3ncn(C)c3c2c1,-1,-6,-1.0,4,.,-0.5,-6,0,-15
COc1ccc(OC)c(N(CC(=O)N2CCCC2)S(=O)(=O)c2ccccc2)c1,.,3,-1.0,-7,12,-3.2,13,2,-12

# Hits appear at their usual frequency; about 7.1% have a hit in one of these screens.
